# MCL1-BIM inh: MCL1-BIM-BH3 interaction inhibition (human); Q07820; inhibition, % at 10.9 µM; 320,000 compounds, 0.68% hits; GST-MCL1 / FITC-Bim-BH3 fluorescence polarization;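 active = inhibition above the mean inhibition of all tested compounds plus 3 SD, set per campaign, cut at about 40% in these data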;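 also: 0% = DMSO wells and 100% = unlabeled Bim-BH3 peptide control; higher means more loss of mP so more displacement of Bim peptide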
# Target sequence (Q07820 whole entry, looked up): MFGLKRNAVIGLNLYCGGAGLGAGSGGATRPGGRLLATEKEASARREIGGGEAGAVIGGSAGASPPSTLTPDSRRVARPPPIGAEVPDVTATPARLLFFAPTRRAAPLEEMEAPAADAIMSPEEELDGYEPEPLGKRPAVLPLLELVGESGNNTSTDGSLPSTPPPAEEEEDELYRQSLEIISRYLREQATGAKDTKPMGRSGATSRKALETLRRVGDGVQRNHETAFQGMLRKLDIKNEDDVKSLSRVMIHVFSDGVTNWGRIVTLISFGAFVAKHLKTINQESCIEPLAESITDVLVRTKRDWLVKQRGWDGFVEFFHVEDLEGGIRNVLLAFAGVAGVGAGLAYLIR
# AHR activator: activates the human aryl hydrocarbon receptor | P35869 | AHR-responsive luciferase reporter cells, luminescence | activation, % at 5 µM | 320,000 compounds, 2.5% hits | AID 2796; in the data active = activation above about 47%;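 also: 0% = vehicle wells and 100% = reference agonist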
# PAFAH1B2 inh: inhibitors of human PAFAH1B2. P68402. recombinant PAFAH1B2, FP-rhodamine activity probe, fluorescence polarization. inhibition, % at 3.39 µM. 340,000 compounds, 1.2% hits. AID 492953;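 active = inhibition above the mean of all tested compounds plus 3 SD, cut at about 24% in these data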;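 also: 0% = enzyme with DMSO and 100% = wells lacking PAFAH1B2; many of its hits are not listed in these tables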
# GLD-1 TGE inh: GLD-1-TGE RNA interaction inhibition (C. elegans) | AID 2280 | purified GLD-1 + fluorescein TGE RNA, fluorescence polarization | Q17339 | 320,000 compounds, 0.44% hits | inhibition, % at 5.96 µM;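 active = percent inhibition above a per-plate cutoff, the plate mean of test compounds plus 3 SD, cut at about 30% in these data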;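 also: 0% = DMSO wells with GLD-1 and probe and 100% = wells lacking GLD-1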
# Target sequence (Q17339 whole entry, looked up): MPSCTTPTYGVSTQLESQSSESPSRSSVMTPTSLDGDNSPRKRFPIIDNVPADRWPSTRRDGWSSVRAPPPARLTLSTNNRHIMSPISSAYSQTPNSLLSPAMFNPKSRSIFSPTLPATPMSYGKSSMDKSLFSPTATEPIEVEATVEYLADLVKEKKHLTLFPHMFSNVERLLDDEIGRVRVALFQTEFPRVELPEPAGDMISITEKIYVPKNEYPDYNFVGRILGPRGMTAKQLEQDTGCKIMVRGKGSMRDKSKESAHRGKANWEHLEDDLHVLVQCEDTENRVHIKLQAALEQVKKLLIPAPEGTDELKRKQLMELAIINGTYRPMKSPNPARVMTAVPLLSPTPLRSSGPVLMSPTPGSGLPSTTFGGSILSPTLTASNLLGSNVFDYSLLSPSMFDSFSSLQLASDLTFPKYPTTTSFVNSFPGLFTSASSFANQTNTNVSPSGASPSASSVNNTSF
# Fam108B counter: Fam108B inhibition, counter-screen for RBBP9 inhibitors | AID 1947 | inhibition, % at 9.51 µM | 300,000 compounds, 0.33% hits | recombinant Fam108B, FP-Rh probe fluorescence polarization;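 active = inhibition above the screen mean inhibition plus 3 SD, computed separately per campaign, cut at about 18% in these data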;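 also: inhibitors lower polarization as less probe binds the enzyme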
# Bcl-xL primary: inhibitors of human Bcl-xL; Q07817; GST-Bcl-xL / FITC-Bim BH3 peptide fluorescence polarization; inhibition, % at 10.9 µM; 320,000 compounds, 0.7% hits;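 active = inhibition above the mean of all tested compounds plus 3 SD, cutoff set per campaign, cut at about 30% in these data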;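 also: 0% = DMSO wells and 100% = unlabeled Bim-BH3 peptide competitor; inhibitors lower millipolarization by displacing the labeled peptide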
# MEX-5 binding: C. elegans MEX-5 TCR-2 RNA binding activity; Q9XUB2; MEX-5/FITC-TCR2 RNA binding, fluorescence polarization; hits give low values; 300,000 compounds, 0.38% hits; activity score (negative = inhibition of binding), % at 10 µM;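 active = inhibition past about -25% in most replicates, and total fluorescence under double the plate's negative control median, limit read from the data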;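 also: 0% = DMSO and -100% = 5 µM competing unlabeled TCR2 RNA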
# pPAFAH FP inh: pPAFAH (human) enzyme inhibition; 330,000 compounds, 1.5% hits; recombinant pPAFAH, FP-rhodamine probe fluorescence polarization; inhibition, % at 3.39 µM; Q13093;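 active = inhibition above the mean inhibition across the screen plus 3 SD, cut at about 25% in these data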;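 also: inhibitors block binding of the rhodamine activity-based probe so polarization drops; 0% = enzyme with DMSO and 100% = wells lacking pPAFAH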
# PME-1 inh: blocks human protein phosphatase methylesterase 1. recombinant PME-1, FP-Rh probe fluorescence polarization. inhibition, % at 5.9 µM. 320,000 compounds, 0.53% hits. AID 2130;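 active = inhibition above the campaign mean of all compounds plus 3 SD, cut at about 26% in these data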;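 also: competitive labeling of PME-1 active site by serine hydrolase directed probe; 0% = PME-1 with DMSO and 100% = wells lacking PME-1 enzyme; inhibitors block probe labeling so polarization falls and inhibition rises; many of its hits are not listed in these tables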
# Starred values were filed as active, the others as inactive; x = no result given; & = joins results of further samples. Only part of the results is shown (hit frequency here may not be typical).
# Below each SMILES: Fam108B counter	AHR activator	MEX-5 binding	PME-1 inh	pPAFAH FP inh	PAFAH1B2 inh	MCL1-BIM inh	Bcl-xL primary	GLD-1 TGE inh
O=S(=O)(NCCC1=CCCCC1)c1cccc(Br)c1
  -1.1	-3.2	-0.2	-1.2	16.4	16.9	-9.3	3.9	6.0
OCC1OC(Oc2c[nH]c3ccccc23)C(O)C(O)C1O (configuration not stated)
  -4.5	83.8*	1.3	-2.8	-4.7	2.7	-2.4	3.6	1.1
COC(=O)C1=CN(CC2CCCO2)C=C(C(=O)OC)C1c1cc(OC)c(OC)c(OC)c1 (configuration not stated)
  0.8	3.6	2.7	-3.5	2.8	-5.8	1.7	0.5	1.7
CC(CN1CCOCC1)OC(=O)c1cccc(Br)c1 (configuration not stated)
  0.2	1.2	-2.9	4.0	-3.1	1.7	0.3	6.5	3.2
CCCOc1ccc(-c2c(=O)n(OCc3ccc([N+](=O)[O-])cc3)c3ccccc3[n+]2[O-])cc1
  -1.8	-6.6	0.1	-8.1	-4.8	1.9	6.4	2.8	2.1
COc1ccc(CCNC(=O)C2CCN(C(=O)c3ccc(F)cc3)CC2)cc1OC
  2.8	0.1	1.0	1.4	3.7	7.3	6.3	0.1	7.2
Cc1ccc(-c2nn3c(C)nnc3s2)cc1NC(=O)c1cccs1
  -4.4	28.8	-1.7	-4.4	4.0	0.0	3.0	2.3	-0.8
COCCNC(=O)CCC1CCN(Cc2cccc(Oc3ccccc3)c2)CC1
  0.1	1.2	1.0	3.1	2.2	-5.2	3.8	-6.7	-1.3
NS(=O)(=O)c1ccc(NC(=O)/C=C/c2cccc(Cl)c2)cc1
  -5.4	-4.9	0.3	-16.0	-1.9	-6.2	8.6	8.3	-3.2
COc1ccc(-n2c(COc3cccc4ccccc34)nnc2SC(C)C(=O)O)cc1 (configuration not stated)
  -3.6	-0.5	0.9	0.7	2.9	5.6	2.4	3.9	3.1
CCN(CC)C(=O)c1ccccc1NS(=O)(=O)c1ccc(C)cc1
  -1.6	0.9	-0.8	10.5	0.2	3.5	6.6	-0.4	0.0
CCn1c(C)nc2cc(NC(=O)Nc3cccc(C(C)=O)c3)ccc21
  8.1	9.2	-0.1	5.2	-2.7	5.9	5.8	3.0	-1.4
Cc1nnc(NC(=O)CCCOc2ccccc2)s1
  4.8	3.2	-1.3	0.6	4.8	4.7	-1.8	2.0	1.1
Cc1cc(NC(=O)CSc2nnc(-c3ccco3)n2N)no1
  x	1.5	x	x	1.4	-0.7	x	x	2.1
CC1=C(C(=O)Nc2ccccc2)C(c2ccco2)C(C#N)=C(SCC(=O)Nc2cccc(C)c2C)N1 (configuration not stated)
  -9.3	1.5	1.0	-11.2	-4.0	-1.4	-0.4	-1.5	-5.3
CC(C)(CC(=O)O)CC(=O)NNc1ncccc1C#N
  0.2	-1.7	0.8	-3.5	-6.7	8.0	10.9	8.9	-2.3
COc1ccc(OC)c(NC(=O)CCNS(=O)(=O)c2cccs2)c1
  2.8	6.1	-1.9	2.6	3.7	-1.8	14.7	6.2	2.5
CC(C)(C)n1ncc2c(=O)n(Cc3ccc(Cl)cc3)cnc21
  3.7	0.7	0.8	0.7	1.9	9.9	-3.3	4.4	4.0
O=[N+]([O-])c1cccc(CNC2CCCCCC2)c1
  0.3	1.0	1.8	3.1	5.0	-1.3	-1.2	-1.0	3.8
O=C(NCc1cccs1)C(NS(=O)(=O)c1cccc2nsnc12)c1ccccc1 (configuration not stated)
  0.6	2.7	-0.6	3.4	4.7	0.9	1.3	4.1	2.1
CCCCN(C(=O)CSc1nnc(-c2ccccc2)n1C)c1c(N)n(Cc2ccccc2)c(=O)[nH]c1=O
  4.4	-0.4	1.2	-4.1	-1.6	-3.4	-10.3	-1.2	7.1
CC(C)CNC(=O)NC(=O)COC(=O)COc1ccc(Cl)cc1Cl
  -4.9	-0.6	-0.9	-6.2	14.7	-0.6	4.9	5.5	5.2
Clc1ccc2c(c1)C1OCCC1C(c1ccco1)N2 (configuration not stated)
  -1.9	21.9	-2.7	-2.0	1.4	-1.2	31.4	32.2*	27.1
CC1S/C(=N/N=C2CCC(C(C)(C)C)CC2)NC1=O (configuration not stated)
  0.3	9.6	2.5	-2.1	1.7	15.2	-5.6	-3.7	3.4
Cc1cccc2c(C(=O)O)c3c(nc12)CCCCC3
  1.7	4.6	-0.2	-2.6	0.8	3.8	6.0	7.8	-1.2
CCc1c(C)nc2c(C#N)c[nH]n2c1=O
  -0.7	3.6	2.1	-8.7	4.2	4.5	9.5	12.5	7.9
Cc1cccc(C(=O)N[C@H](C(=O)Nc2cc(S(=O)(=O)N3CCCCC3)ccc2C)C(C)C)c1
  0.1	0.8	-0.8	-1.6	4.8	-0.8	-1.8	-2.5	-2.6
CC(=O)NC1=NN(c2ccccc2)C(=O)C1
  -5.0	-0.9	2.3	-8.1	13.3	0.5	-3.4	2.7	0.9
O=C(O)/C=C\C(=O)Nc1ccc(Oc2ccccc2)cc1
  -2.3	-2.9	1.1	-3.4	-0.5	5.0	4.0	13.0	-3.6
CCN1CCc2c(sc(NC(=O)c3ccc(S(=O)(=O)N(C)c4ccccc4)cc3)c2C(=O)NC)C1
  3.1	0.5	-10.1	11.7	8.9	-0.2	-145.9	-84.2	-61.6

# For convenience, part of the list above.
# Below each SMILES: Fam108B counter	AHR activator	MEX-5 binding	PME-1 inh	pPAFAH FP inh	PAFAH1B2 inh	MCL1-BIM inh	Bcl-xL primary	GLD-1 TGE inh
O=S(=O)(NCCC1=CCCCC1)c1cccc(Br)c1
  -1.1	-3.2	-0.2	-1.2	16.4	16.9	-9.3	3.9	6.0
OCC1OC(Oc2c[nH]c3ccccc23)C(O)C(O)C1O (configuration not stated)
  -4.5	83.8*	1.3	-2.8	-4.7	2.7	-2.4	3.6	1.1
COC(=O)C1=CN(CC2CCCO2)C=C(C(=O)OC)C1c1cc(OC)c(OC)c(OC)c1 (configuration not stated)
  0.8	3.6	2.7	-3.5	2.8	-5.8	1.7	0.5	1.7
CC(CN1CCOCC1)OC(=O)c1cccc(Br)c1 (configuration not stated)
  0.2	1.2	-2.9	4.0	-3.1	1.7	0.3	6.5	3.2
CCCOc1ccc(-c2c(=O)n(OCc3ccc([N+](=O)[O-])cc3)c3ccccc3[n+]2[O-])cc1
  -1.8	-6.6	0.1	-8.1	-4.8	1.9	6.4	2.8	2.1
COc1ccc(CCNC(=O)C2CCN(C(=O)c3ccc(F)cc3)CC2)cc1OC
  2.8	0.1	1.0	1.4	3.7	7.3	6.3	0.1	7.2
Cc1ccc(-c2nn3c(C)nnc3s2)cc1NC(=O)c1cccs1
  -4.4	28.8	-1.7	-4.4	4.0	0.0	3.0	2.3	-0.8
COCCNC(=O)CCC1CCN(Cc2cccc(Oc3ccccc3)c2)CC1
  0.1	1.2	1.0	3.1	2.2	-5.2	3.8	-6.7	-1.3
NS(=O)(=O)c1ccc(NC(=O)/C=C/c2cccc(Cl)c2)cc1
  -5.4	-4.9	0.3	-16.0	-1.9	-6.2	8.6	8.3	-3.2
COc1ccc(-n2c(COc3cccc4ccccc34)nnc2SC(C)C(=O)O)cc1 (configuration not stated)
  -3.6	-0.5	0.9	0.7	2.9	5.6	2.4	3.9	3.1
CCN(CC)C(=O)c1ccccc1NS(=O)(=O)c1ccc(C)cc1
  -1.6	0.9	-0.8	10.5	0.2	3.5	6.6	-0.4	0.0
CCn1c(C)nc2cc(NC(=O)Nc3cccc(C(C)=O)c3)ccc21
  8.1	9.2	-0.1	5.2	-2.7	5.9	5.8	3.0	-1.4

# The list continues:
# Below each SMILES: Fam108B counter	AHR activator	MEX-5 binding	PME-1 inh	pPAFAH FP inh	PAFAH1B2 inh	MCL1-BIM inh	Bcl-xL primary	GLD-1 TGE inh
Cc1cccc(C)c1OCCCCc1c(C)n[nH]c1C
  3.7	4.1	-1.0	-0.4	4.4	-1.9	11.7	0.9	2.3
COc1ccc2sc3ccccc3c(=O)c2c1OC
  -3.7	0.5	-1.1	2.0	-0.6	8.2	13.8	6.2	9.0
CC(N=C(NC#N)Nc1ccncc1)C(C)(C)C (configuration not stated)
  8.2&-4.4	-0.7&9.1	-0.7&2.3	-8.0&-3.3	1.5&-13.6	1.9&3.0	13.9&-19.3	3.0&-18.2	-4.4&1.5
COC(=O)C1C(=O)c2c([nH]c(C(=O)OCCOC(C)C)c2C)CC1C (configuration not stated)
  -3.2	24.3	-2.0	-0.6	0.8	x	2.6	7.0	0.6
O=C(O)c1cccc(Nc2nc(N3CCOCC3)nc(N3CCOCC3)n2)c1
  -0.2	0.6	1.5	0.2	-1.4	-2.6	-0.2	1.0	-1.5
CS(=O)(=O)c1ccc2nc(NC(=O)Nc3cccc(Cl)c3)sc2c1
  -33.9	5.2	-2.1	-59.4	-19.7	-7.1	-0.5	0.0	3.5
CC1CCC(NC(=O)COC(=O)c2ccc3ncsc3c2)CC1 (configuration not stated)
  x	0.2	x	-1.7	-6.8	0.6	-6.2	-0.6	2.1
Oc1csc(Cc2nc(-c3ccc(Br)cc3)cs2)n1
  -3.7	78.3*	-2.5	-1.5	13.9	-0.1	4.7	2.5	-0.9
Cc1nc(NC(=O)CSc2ccc(-c3nc4ccccc4[nH]3)cn2)sc1C
  -15.7	41.8	2.1	-15.0	5.6	-4.3	-2.1	1.8	-7.6
CN(C)C(CNC(=O)c1ccc([N+](=O)[O-])cc1Cl)c1ccco1 (configuration not stated)
  0.6	1.0	-0.9	2.0	0.1	8.6	3.9	3.2	2.8
O=C(COc1ccc(F)cc1)NNC(=O)Cn1ccc(C(F)(F)F)n1
  x	1.9	x	x	4.6	3.4	x	x	6.3
COc1ccc(N2CCN(C3CCCN(C(=O)c4cccc(C)n4)C3)CC2)cc1 (configuration not stated)
  1.2	-2.8	2.9	2.0	5.9	-4.6	6.2	3.6	1.0
CC1(C)C(=O)N(c2ccccc2F)C(=O)c2ccccc21
  -2.4	2.5	-1.0	3.0	2.7	1.3	8.7	1.2	-2.3
CCCCN1C(=O)NC(c2cccc([N+](=O)[O-])c2)C(C(=O)OCC)=C1C (configuration not stated)
  4.9	1.4	0.1	6.8	-1.2	1.3	7.2	1.1	3.3
O=C(CN1CCN(c2ccccc2)CC1)Nc1cccc(C(F)(F)F)c1
  -1.1	-0.8	1.5	-4.0	-3.0	20.6	6.0	6.3	9.6
CC(=O)c1c(C)[nH]c(C(=O)CSc2nc3ccccc3c(=O)n2CCCO)c1C
  -4.0	25.6	-2.7	-3.9	-12.9	3.0	-2.7	-9.6	2.2

# Assay outcomes: PubChem BioAssay, several laboratories
